Screens deposited in PubChem BioAssay by several laboratories.
HSF1 inhib: HSF1 inhibition; NIH3T3-HGL HSE-luciferase, MG132-induced, luminescence 8 h; active compounds read low; activity change, negative = inhibition, % at 7.5 µM (by protocol); hit rate 0.77% among 300,000; AID 2098;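 active means more than half of replicate wells show activity change below -50%, luminescence cut by over half; inconclusive means some wells, but at most half, below -50%; inactive means no replicate well below -50%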;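 further: luciferase reports HSF-1 transcriptional activity via heat shock element; 0% = median of DMSO wells and -100% = zero luminescence signal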
HSP90 refold inh: inhibitors of HSP90 luciferase refolding in rabbit reticulocyte lysate; inhibition, % at 5.6 µM; AID 1789; luciferase refolding luminescence, 3 h; hit rate 0.91% among 290,000;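 active means inhibition above the screen-wide mean plus 3 SD, computed separately per campaign, cut at about 16% in these data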;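 further: 0% = DMSO wells and 100% = 60 µM geldanamycin wells; inhibitors lower the luminescence because luciferase stays unfolded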
HSF1 activator: increases HSF-1 driven luciferase reporter signal | activation, % at 9 µM | AID 504408 | hit rate 1.7% among 300,000 | NIH3T3-HGL HSF-1 luciferase reporter, MG132, 8 h; 100% = twice DMSO control signal;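 active means mean replicate activation of at least 50% with a set share of replicates each reaching 50%; inconclusive means only one of those two conditions met; inactive means mean below 50% and too few replicates reaching it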;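 further: 0% = median of the neutral control wells and 100% = twice that signal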
aSyn UTR inh: 5' untranslated region of α-synuclein, MLPCN primary screen; alpha-synuclein 5'UTR reporter, inhibitor activity; inhibition, % (tested at 7.5 µM); hit rate 0.82% among 300,000; AID 1813; in the data active means inhibition above about 60%; inconclusive means no clear call, values can overlap the other calls;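 further: H4 neuroglioblastoma cells stably carrying SNCA 5'UTR luciferase fusion; 0% = DMSO wells and 100% = positive control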
GSK3 alpha inh: blocks human GSK-3 alpha kinase | P49840 | ADP-Glo luminescence, 60 min | inhibition, % at 10 µM | hit rate 0.1% among 320,000 | AID 2650;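 in the data active means inhibition above about 50%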;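 further: GST-tagged GSK-3 alpha with peptide substrate and 25 µM ATP; 0% = DMSO neutral wells and 100% = GW8510 positive control wells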
Target sequence (P49840 whole entry, looked up): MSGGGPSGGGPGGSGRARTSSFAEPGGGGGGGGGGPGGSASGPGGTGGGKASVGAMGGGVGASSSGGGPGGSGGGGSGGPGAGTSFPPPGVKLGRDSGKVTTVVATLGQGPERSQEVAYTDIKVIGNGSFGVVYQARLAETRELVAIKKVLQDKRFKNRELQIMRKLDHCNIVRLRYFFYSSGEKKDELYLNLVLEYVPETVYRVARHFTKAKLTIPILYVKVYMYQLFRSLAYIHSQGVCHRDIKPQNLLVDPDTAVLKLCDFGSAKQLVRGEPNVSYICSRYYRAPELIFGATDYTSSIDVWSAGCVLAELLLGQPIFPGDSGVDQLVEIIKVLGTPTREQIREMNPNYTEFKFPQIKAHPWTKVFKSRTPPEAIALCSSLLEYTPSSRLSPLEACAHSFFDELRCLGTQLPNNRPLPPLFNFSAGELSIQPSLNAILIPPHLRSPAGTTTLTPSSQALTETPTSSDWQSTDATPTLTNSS
GSK3B inh: human GSK3beta kinase inhibition; P49841; GST-GSK3beta kinase, ADP-Glo luminescence, 60 min; active compounds read low; activity score (negative = inhibition), % at 10 µM; hit rate 0.038% among 300,000;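 active means more than half of replicate wells score below -50%, meaning over 50% inhibition versus plate controls; inconclusive means some replicates but at most half score below -50%; inactive means no replicate scores below -50%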;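 further: 0% = median DMSO wells and -100% = median GW8510 positive control wells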
Target sequence (P49841 whole entry, looked up): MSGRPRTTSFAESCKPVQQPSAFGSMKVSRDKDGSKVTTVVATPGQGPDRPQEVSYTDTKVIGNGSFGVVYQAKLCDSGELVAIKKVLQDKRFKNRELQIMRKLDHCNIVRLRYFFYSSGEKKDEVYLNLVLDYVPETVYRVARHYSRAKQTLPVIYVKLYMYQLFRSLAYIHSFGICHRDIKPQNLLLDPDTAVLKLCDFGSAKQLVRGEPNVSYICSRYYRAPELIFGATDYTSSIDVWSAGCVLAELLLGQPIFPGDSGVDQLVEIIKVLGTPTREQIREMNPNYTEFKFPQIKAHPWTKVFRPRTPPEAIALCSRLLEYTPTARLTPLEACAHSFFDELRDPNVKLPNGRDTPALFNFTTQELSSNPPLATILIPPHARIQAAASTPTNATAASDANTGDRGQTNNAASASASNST
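Test system – GST-tagged human GSK3beta kinase, cell-free · Incubation – 60 min enzyme reaction, room temperature · Signal – ADP-Glo luminescence · Also added – peptide substrate and ATP at 25 µM · Controls – DMSO neutral wells and GW8510 at 20 µM as positive · Buffer or medium – Tris/MgCl2 kinase buffer · Measure – Luminescence-derived activity versus plate DMSO and GW8510 wells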
Platelet DG rel: platelet dense granule release activity. human platelet-rich plasma, SFLLRN dense granule ATP release, luminescence. inhibition, %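 (compounds screened at 7.5 µM in platelet-rich plasma)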. hit rate 0.22% among 300,000. AID 1663;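 active means mean replicate score, as percent of positive control, at or above 50; inconclusive means mean below 50 but at least one replicate at or above 50; inactive means mean and every replicate below 50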
KLF5 inhibitor: suppresses KLF5 promoter-driven expression; hit rate 0.23% among 290,000; DLD-1 KLF5 promoter-luciferase reporter, luminescence; AID 1700; inhibition, % at 5 µM;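 active means inhibition above a per-plate limit of that plate's mean compound inhibition plus 3 SD, cut at about 60% in these data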;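 further: 0% = DMSO wells and 100% = LY294002 at 200 µM; higher means less KLF5 promoter-driven luciferase light; inactives centre near -14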
IEC-6 tox: IEC-6 cytotoxicity, counter-screen for KLF5 inhibitors; luminescence viability; inhibition, % at 5 µM; hit rate 0.78% among 290,000; AID 1825; in the data active means inhibition above about 22%;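 further: 0% = plate median of test compound wells and 100% = cytotoxic reference compound wells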
Dyrk1A ADPGlo: blocks rat Dyrk1A kinase activity; Q63470; ADP-Glo luminescence, NFATc1 peptide; inhibition, % at 12.5 µM; hit rate 0.43% among 310,000; AID 504441; in the data active means inhibition above about 50%;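 further: plate controls were vehicle with enzyme for no effect and no enzyme for full effect; many of its hits are not listed in these tables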
An asterisk follows results filed as active; u = inconclusive; x = not tested or not shown. Some of the compounds tested; rates above refer to the full screens.

1: Cc1cccnc1NC(=O)c1ccc(S(=O)(=O)N2CCCCC2)cc1
2: CN1C(=O)C(N=Nc2ccccc2C(=O)O)N(C)C1=S (stereo not drawn)
3: O=C(O)c1ccccc1C1Nc2ccccc2C(=O)N1CCCN1CCOCC1 (stereo not drawn)
4: CCN(CC)S(=O)(=O)c1ccc(N2C(=O)Nc3ccccc3N2O)cc1
5: CCOc1ccccc1C1CC(c2ccccc2)Nc2nc(N)nn21 (stereo not drawn)
6: COc1ccccc1CNc1cc(-c2ccccc2)ccc1OC
7: CC(=O)N1N=C(c2ccncc2)OC12CCCCCC2
8: C=CCc1ccc(OCCOc2cccc(/C=N/n3cnnc3)c2)c(OC)c1

assay / entry	1	2	3	4	5	6	7	8
HSF1 inhib	-1	1	0	-1	-9	3	-14	16
HSP90 refold inh	x	-2	4	5	1	-6	3	6
HSF1 activator	-4	7	-8	-2	8	-3	-4	35
aSyn UTR inh	-8	-7	-5	-14	2	-18	7	9
GSK3 alpha inh	-2	-3	-2	-3	-2	-1	2	-4
GSK3B inh	-2	-2	2	2	-2	0	1	-7
Platelet DG rel	-1	-2	1	2	2	6	9	-10
KLF5 inhibitor	x	-46	-23	-17	0	12	5	-106
IEC-6 tox	x	-11	1	3	-2	-7	3	3
Dyrk1A ADPGlo	-1	-1	x	-2	-1	-3	-2	7

9: Cc1cccc2sc(N(CCN(C)C)C(=O)C3CCN(S(=O)(=O)c4cccs4)CC3)nc12
10: COc1ccc2nc(NC3=NC(c4ccccc4)CC(=O)N3)nc(C)c2c1 (stereo not drawn)
11: Cc1ccc(/C=N/NC(=O)c2nnn(-c3nonc3N)c2C)o1
12: O=C(NCC1CCCO1)c1cc(-c2ccc(Cl)cc2Cl)on1 (stereo not drawn)
13: CC(C)OC(=O)c1cc2c(ccn2-c2ccc(F)cc2)n1CC(=O)N1CCN(C(=O)c2ccco2)CC1
14: Cc1ccc(C)c(NC(=S)Nc2ncccc2C)c1
15: CC1CCCCN1c1nnc(NC(=O)Cn2c(=O)oc3ccccc32)s1 (stereo not drawn)
16: O=C(CNc1ccc2c(c1)OCO2)N/N=C\c1ccccc1Cl

assay / entry	9	10	11	12	13	14	15	16
HSF1 inhib	5	-2	x	17	-2	29	6	-3
HSP90 refold inh	x	0	-1	4	7	-2	3	-6
HSF1 activator	-7	-8	x	6	-15	u	13	-13
aSyn UTR inh	11	9	x	-164	20	-136	8	1
GSK3 alpha inh	-1	1	x	-2	0	-1	-3	-4
GSK3B inh	1	0	-2	3	-1	2	-4	0
Platelet DG rel	14	-1	x	-1	4	4	5	-4
KLF5 inhibitor	x	-11	-20	-105	-7	-29	-3	-18
IEC-6 tox	x	3	3	5	-2	-1	5	-10
Dyrk1A ADPGlo	-1	7	7	-2	-2	-6	0	6

17: O=C(c1cnn(-c2ccccc2)c1)c1ccc2ccccc2c1O
18: CCOc1ccccc1/C=N/NC(=O)c1ccc(Cn2cc([N+](=O)[O-])cn2)o1
19: O=C(c1ccc(C(F)(F)F)cc1)n1ccc(-c2cccs2)n1
20: CCNc1nc(NCC)nc(OCCNS(=O)(=O)c2ccccc2)n1
21: Cc1nn(CC(=O)Nc2ccc(S(=O)(=O)N(C)C)cc2)c(C)c1[N+](=O)[O-]
22: Cc1ccc(N(CC(=O)Nc2cccc(Cl)c2C)S(C)(=O)=O)cc1
23: O=C(Nc1ccccc1)C1=C[C@H](c2ccccc2)C[C@H](OCc2ccc(CO)cc2)O1
24: COc1ccccc1-n1c(SCC(=O)N2CCOCC2)nc2ccccc2c1=O

assay / entry	17	18	19	20	21	22	23	24
HSF1 inhib	36	5	-12	-7	8	3	-8	1
HSP90 refold inh	1	-5	-2	2	-6	-1	4	-4
HSF1 activator	58*	6	11	-3	22	0	-28	-4
aSyn UTR inh	-119	-2	-7	5	27	5	-36	-1
GSK3 alpha inh	-5	4	0	-4	2	1	2	1
GSK3B inh	-1	-1	2	-3	3	-1	2	3
Platelet DG rel	5	-7	9	23	-4	7	1	0
KLF5 inhibitor	-28	-19	-5	-35	22	-17	-4	-20
IEC-6 tox	1	-2	1	1	5	6	-1	-4
Dyrk1A ADPGlo	1	0	-5	-3	-9	5	-5	2

Whole records, quoted from the list. Order of values: HSF1 inhib | HSP90 refold inh | HSF1 activator | aSyn UTR inh | GSK3 alpha inh | GSK3B inh | Platelet DG rel | KLF5 inhibitor | IEC-6 tox | Dyrk1A ADPGlo
`CCNc1nc(NCC)nc(OCCNS(=O)(=O)c2ccccc2)n1` is listed with -7 | 2 | -3 | 5 | -4 | -3 | 23 | -35 | 1 | -3
`CCOc1ccccc1/C=N/NC(=O)c1ccc(Cn2cc([N+](=O)[O-])cn2)o1` is listed with 5 | -5 | 6 | -2 | 4 | -1 | -7 | -19 | -2 | 0
`O=C(Nc1ccccc1)C1=C[C@H](c2ccccc2)C[C@H](OCc2ccc(CO)cc2)O1` is listed with -8 | 4 | -28 | -36 | 2 | 2 | 1 | -4 | -1 | -5
`O=C(c1cnn(-c2ccccc2)c1)c1ccc2ccccc2c1O` is listed with 36 | 1 | 58* | -119 | -5 | -1 | 5 | -28 | 1 | 1
`O=C(c1ccc(C(F)(F)F)cc1)n1ccc(-c2cccs2)n1` is listed with -12 | -2 | 11 | -7 | 0 | 2 | 9 | -5 | 1 | -5

Carrying on:
25: CC1CCCN(C(=O)C2(NC(=O)Nc3cccc(F)c3)CCCCC2)C1 (stereo not drawn)
26: O=C(N/N=C/c1ccncc1)c1cccs1
27: O=C(COC(=O)C1(c2ccccc2)CC1)NNC(=O)c1ccccc1F
28: CCCNc1c(NS(=O)(=O)c2ccc3c(c2)CCCC3)c(=O)oc2ccccc12
29: Cc1ccccc1-c1nc(CN2CCC(C(=O)NCc3ccco3)CC2)c(C)o1
30: Cc1cc([N+](=O)[O-])nn1CCCC(=O)Nc1cccnc1Cl
31: CC(=O)Nc1cccc(C(=O)OCC(=O)NCc2ccc(F)cc2)c1
32: Cc1cc(NC(=NC2CC2)c2ccccc2)n(-c2ccccc2)n1

assay / entry	25	26	27	28	29	30	31	32
HSF1 inhib	-86*	0	-11	6	-3	-9	2	-5
HSP90 refold inh	-9	-6	x	0	0	-5	3	0
HSF1 activator	-89	29	-10	16	0	-29	11	1
aSyn UTR inh	-22	-35	3	1	21	7	1	-2
GSK3 alpha inh	-6	4	0	-3	-1	-3	-2	-1
GSK3B inh	3	1	1	3	0	3	3	0
Platelet DG rel	4	0	2	14	11	2	-1	-3
KLF5 inhibitor	-30	-112	x	13	-14	-9	15	-26
IEC-6 tox	-4	-5	x	2	-4	-1	1	2
Dyrk1A ADPGlo	-11	3	-4	0	0	-8	x	-1

33: COc1cc2c(cc1OC)C1=C(C#N)CCC(=NC(=O)c3ccco3)N1CC2
34: CCOC(=O)N1CCN(C(=S)Nc2ccccc2C(C)C)CC1
35: O=C(CSc1nc2ncccc2[nH]1)NCc1ccccc1
36: CC(C)(Nc1ccccc1)C(=O)c1ccccc1
37: Cc1ccc2nc(-c3ccc(NC(=O)CCN4C(=O)c5ccccc5C4=O)cc3)sc2c1
38: O=S(=O)(c1cccs1)N1CCN(c2cccc(Cl)c2)CC1
39: C=CCn1c(-c2ccc([N+](=O)[O-])cc2)n[nH]c1=S
40: NS(=O)(=O)c1ccc(CCNC(=O)CN2CCCCC2)cc1

assay / entry	33	34	35	36	37	38	39	40
HSF1 inhib	-10	1	-7	0	11	-2	-1	-2
HSP90 refold inh	-4	7	4	7	-3	-5	-3	-3
HSF1 activator	7	22	4	0	17	-1	-3	-3
aSyn UTR inh	44	-12	3	19	-171	-7	-5	-7
GSK3 alpha inh	4	-1	0	-1	-1	-4	-1	1
GSK3B inh	1	1	3	1	4	1	1	2
Platelet DG rel	2	0	-2	10	-44	-3	5	-3
KLF5 inhibitor	-1	30	-16	-14	-112	-12	14	-1
IEC-6 tox	0	2	4	2	-4	-8	4	5
Dyrk1A ADPGlo	2	-9	22	0	-1	-3	-1	-3

41: Cc1cc(N/N=C/c2ccccc2O)nc(-c2ccccc2O)n1
42: Cc1cc(OCC(=O)NCCN2CCOCC2)ccc1Br
43: O=C(Nc1ccccc1)c1cccnc1N1CCCC1
44: Cc1cccc(OCC(=O)N2CCN(C(=O)CCC3CCCC3)CC2)c1
45: COc1cc([N+](=O)[O-])ccc1NC(=O)CCCOc1cccc(C)c1C
46: CCCC(=O)NNC(=O)c1c(O)c2ccccc2[nH]c1=O
47: Cc1ccc(C)c(N(CC(=O)NN=C2CCCCCCC2)S(C)(=O)=O)c1
48: Cc1ccc(N2CC(C(=O)OCC(=O)c3ccc(C)c([N+](=O)[O-])c3)CC2=O)cc1 (stereo not drawn)

assay / entry	41	42	43	44	45	46	47	48
HSF1 inhib	19	2	-4	5	-4	-1	4	2
HSP90 refold inh	5	0	-3	1	0	4	1	x
HSF1 activator	12	1	-6	9	-1	4	-21	-12
aSyn UTR inh	25	0	-26	20	-9	-9	18	3
GSK3 alpha inh	1	-2	1	x	0	30	-1	-1
GSK3B inh	-2	2	1	3	1	2	2	-1
Platelet DG rel	-19	22	2	0	-3	6	-2	-2
KLF5 inhibitor	-13	-12	12	-8	-18	-24	0	x
IEC-6 tox	15	-2	3	-4	-1	5	5	x
Dyrk1A ADPGlo	2	15	11	1	5	-2	-4	8

49: CN(C)CCCN(Cc1cc2cc3c(cc2[nH]c1=O)OCCO3)C(=O)NC1CCCCC1
50: Cc1ccc(N2C(=O)CC(n3nc(C)cc3C)C2=O)cc1 (stereo not drawn)
51: Cc1ccnn1CC(=O)N/N=C/c1cn[nH]c1-c1ccc(F)cc1
52: CCC1CCCCN1C(=O)Cn1c(=O)oc2ccccc21 (stereo not drawn)
53: COc1cc(/C=N/Nc2nc(Nc3ccc(C)cc3)nc(-n3nc(C)cc3C)n2)cc(OC)c1OC
54: COc1ccc(NC(=O)c2ccc(Oc3ncccn3)cc2)cc1
55: NNC(=O)c1cc2ccccc2cc1NS(=O)(=O)c1ccccc1
56: Cc1ccc(NC(=O)Cc2ccc3c(c2)CCCC3)cc1C
57: Cc1ccc2nccc(C(=O)N3CCCC(Nc4ccc(C)c(C)c4)C3)c2c1 (stereo not drawn)
58: CCCNS(=O)(=O)c1ccc(OCC(=O)N2CCc3ccccc3C2)c(C)c1

assay / entry	49	50	51	52	53	54	55	56	57	58
HSF1 inhib	-4	-1	-1	-10	-45	5	-15	x	3	5
HSP90 refold inh	0	2	1	0	-1	-6	1	3	-1	5
HSF1 activator	14	7	-3	-7	-37	11	-18	x	9	12
aSyn UTR inh	-16	3	-11	5	15	-84	-6	-29	-4	0
GSK3 alpha inh	-1	x	5	-5	1	-1	-2	-5	0	0
GSK3B inh	-1	-4	-9	5	2	3	0	3	3	1
Platelet DG rel	0	2	-2	1	-1	-1	0	-8	-15	-12
KLF5 inhibitor	-5	-8	-2	-27	-13	-77	-30	-24	5	-23
IEC-6 tox	6	-4	7	-16	2	3	-5	3	6	-4
Dyrk1A ADPGlo	11	-3	-3	17	0	-2	-3	0	4	-3
